Source: PubChem BioAssay
OX1R antag-1: blocks the human orexin 1 receptor; 1.8% of 330,000 active; O43613; inhibition, % at 6.6 µM; AID 485270; OX1R-expressing cells, FRET antagonist read-out; in the data active = inhibition mostly above about 38%, no sharp cut-off; inactive = mostly below about 40%;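 also: 0% = agonist challenge alone and 100% = reference antagonist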
Target sequence (O43613 whole entry, looked up): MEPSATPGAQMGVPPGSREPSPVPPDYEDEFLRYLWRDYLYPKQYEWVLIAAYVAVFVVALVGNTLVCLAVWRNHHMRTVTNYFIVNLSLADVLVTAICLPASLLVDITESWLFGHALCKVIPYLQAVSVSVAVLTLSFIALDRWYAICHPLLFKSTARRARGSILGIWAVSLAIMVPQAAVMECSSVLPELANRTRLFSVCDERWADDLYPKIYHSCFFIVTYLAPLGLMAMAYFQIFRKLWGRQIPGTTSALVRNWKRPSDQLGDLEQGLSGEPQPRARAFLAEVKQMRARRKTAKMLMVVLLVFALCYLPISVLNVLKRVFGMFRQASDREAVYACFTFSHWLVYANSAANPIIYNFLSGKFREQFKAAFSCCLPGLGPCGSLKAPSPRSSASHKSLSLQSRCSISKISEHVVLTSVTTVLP
OX1R antag-2: blocks the human orexin 1 receptor; 0.43% of 330,000 active; CHO/OX1R cells, Fluo-8 calcium fluorescence, orexin A; O43613; AID 434989; inhibition, % at 5 µM;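 active = inhibition above its plate's threshold, mean inhibition of all tested compounds on the plate plus 3 SD, cut at about 37% in these data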;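 also: 0% = orexin A challenge wells and 100% = SB-334867-A antagonist wells; not every result past the cut was called active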
CHT PAM: allosterically activates the human high affinity choline transporter. Q9GZV3. CHT-expressing cells, membrane potential dye, choline EC20; hits give high values; LV-AA mutant CHT in HEK293 cells. B-score at 10 µM. 0.49% of 310,000 active;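 active = initial fluorescence not abnormally high and integrated response B-score, plate-corrected, over 3 SD above library mean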
Target sequence (Q9GZV3 whole entry, looked up): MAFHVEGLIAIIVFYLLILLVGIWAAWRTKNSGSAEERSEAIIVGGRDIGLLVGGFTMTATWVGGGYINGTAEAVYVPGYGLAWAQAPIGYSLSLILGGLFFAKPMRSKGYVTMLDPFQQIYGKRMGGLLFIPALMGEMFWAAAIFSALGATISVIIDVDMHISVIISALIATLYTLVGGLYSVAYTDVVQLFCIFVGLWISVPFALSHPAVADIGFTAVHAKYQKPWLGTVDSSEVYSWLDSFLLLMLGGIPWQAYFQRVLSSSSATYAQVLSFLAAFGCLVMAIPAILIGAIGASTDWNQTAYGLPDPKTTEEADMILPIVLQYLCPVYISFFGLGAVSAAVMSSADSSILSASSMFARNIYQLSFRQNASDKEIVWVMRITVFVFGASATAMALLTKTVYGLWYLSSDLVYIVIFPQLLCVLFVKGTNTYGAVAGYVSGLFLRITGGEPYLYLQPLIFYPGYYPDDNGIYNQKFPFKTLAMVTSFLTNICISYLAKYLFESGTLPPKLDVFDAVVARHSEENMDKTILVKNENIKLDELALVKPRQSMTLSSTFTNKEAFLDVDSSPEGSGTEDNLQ
Starred values were filed as active, the others as inactive; i = inactive; nt = no result given.

Molecule,OX1R antag-1,OX1R antag-2,CHT PAM
Cc1ccc(-c2nnc(SCC(=O)NNC(=O)COc3cccc(C)c3)n2C)cc1,4,-20,i
CN(C)c1ccc(-c2nnc(-c3ccccc3F)o2)cc1,51*,-5,i
CC(C)C(NC(=O)c1c(F)cccc1F)C(=O)NCCc1ccc(S(N)(=O)=O)cc1 (centres undefined),1,-12,i
NS(=O)(=O)c1ccc(CCNC(=O)CCCn2c(=O)[nH]c3ccc(Br)cc3c2=O)cc1,2,-3,i
CCOc1cnc(-c2c(-c3ccccc3Cl)noc2C)o1,26,-14,i
CCN(CC)CCCNC(=O)c1nn(-c2ccccc2OC)c(=O)c2ccccc12,2,-26,i
COc1ccccc1C(=O)N1CCN(Cc2cn[nH]c2-c2ccc(F)cc2F)CC1,3,-16,i
Cc1cccc(Nc2nc3ccccc3s2)c1C,27,-23,i
CCC(=O)Nc1cc2c(cc1C(=O)CC)OCCO2,23,-13,i
Cc1ccccc1NS(=O)(=O)c1ccc(C(=O)N2CCC2)cc1,8,-17,i
CC(=O)Nc1nonc1-c1nc2ccccc2n1Cc1nnc(C)o1,11,-11,i
O=C(C(=O)N1CCc2ccccc2C1)c1c[nH]c2ccccc12,3,-13,i
O=C(Nc1cc(F)ccc1F)N1CCN(c2ccnc3cc(Cl)ccc23)CC1,27,19,i
COc1cccc(NC(=O)C(C)NS(=O)(=O)c2ccc(Br)cc2)c1 (centres undefined),44,-5,i
CC1(C)CC2CC(C)(CN2C(=O)COC(=O)c2cc(Cl)cc(Cl)c2N)C1 (centres undefined),20,-32,i
Cc1cc(C)nc(SCC(=O)Nc2ccccc2[N+](=O)[O-])n1,19,-10,i
CCN(CC)S(=O)(=O)c1cc(NS(=O)(=O)c2cc(Cl)ccc2Cl)ccc1C,20,-29,i
Cc1ccc(S(=O)(=O)NN/C(=N/S(=O)(=O)c2ccccc2)c2ccccc2)cc1,15,2,i
O=C(O)c1cccc(-n2cnnn2)c1,0,-2,i
O=C(N/N=C/c1ccc(Cl)cc1Cl)c1n[nH]c2c1CCCC2,12,3,i
CCN1CCN(C(=O)N(Cc2ccc(Cl)cc2)S(=O)(=O)c2ccc(C)cc2)CC1,11,-6,i
O=C(CSc1nnc(-c2ccco2)n1Cc1ccccc1)c1ccc(F)cc1,8,-3,i
CC(=O)O[C@]1(C(C)=O)CCC2C3C=C(C)C4=CC(=O)CC[C@]4(C)C3CC[C@@]21C (some centres undefined),-10,-25,i
Cc1nn(CC(=O)N2CCN(C34CC5CC(CC(C5)C3)C4)CC2)c(C)c1[N+](=O)[O-],17,-12,i
C[C@H](CO)N1C[C@H](C)[C@@H](CN(C)Cc2ccc(Cl)c(Cl)c2)Oc2c(NC(=O)c3ccncc3)cccc2C1=O,9,-31,nt
Cc1nnc(NC(=O)C2CCCC2)s1,15,-3,i
FCCCOc1ccc(-c2nccc(-c3ccc(Cl)cc3)n2)cc1,19,-16,i
Cc1nc2sc(C(c3cccs3)N3CCN(c4cccc(Cl)c4)CC3)c(O)n2n1 (centres undefined),-5,-16,i
O=C(Nc1ccccc1O)c1ccc(Cl)cc1,13,5,i
CCOC(=O)CSc1nc(C)cc(C)c1C#N,1,-11,i

Two entries picked at random from those above:
Molecule,OX1R antag-1,OX1R antag-2,CHT PAM
O=C(CSc1nnc(-c2ccco2)n1Cc1ccccc1)c1ccc(F)cc1,8,-3,i
C[C@H](CO)N1C[C@H](C)[C@@H](CN(C)Cc2ccc(Cl)c(Cl)c2)Oc2c(NC(=O)c3ccncc3)cccc2C1=O,9,-31,nt

(more compounds)
Molecule,OX1R antag-1,OX1R antag-2,CHT PAM
CCOC(=O)Cc1csc(N/C(=N/S(=O)(=O)c2ccc(F)cc2F)c2ccccc2)n1,14,-24,i
CCN(CC(=O)NC(C)C)C(=O)CCNC(=O)c1ccc(Cl)cc1,6,-10,i
CC1CCN(C(=O)CSc2nnc3ccc(-c4cccnc4)nn23)CC1,35*,-24,i
CCOC(=O)Cc1csc(NC(=O)Nc2ccccc2)n1,33,-7,i
Cc1ccc(-c2csc(N3CCN(c4cc5c(cc4Cl)nc(-c4ccncc4)n5CCOCCO)CC3)n2)cc1,28,-12,i
COc1ccc(S(=O)(=O)N(CCCN2CCCC2=O)Cc2cc3c(C)ccc(C)c3[nH]c2=O)cc1,40,-37,i
O=C(NNC(=O)C1CC1)c1cc(Cl)nc2ccccc12,14,11,i
Cc1nn(CC(=O)NC2CCCCC2)c(=O)c2cccn12,3,-1,i
O=C(/C=C/c1ccccc1)NC(=S)Nc1ccc(N2CCOCC2)cc1,25,-16,i
CCC(=O)N1CCCC(C(=O)c2ccc(-c3ccccc3)cc2)C1 (centres undefined),2,-24,i
Cc1nc(C(=O)O)nn1-c1cc(Cl)ccc1Cl,15,3,i
COc1ccc(N(C(=O)c2snc(C(N)=O)c2N)C(C(=O)NC2CCCC2)c2ccc(C)o2)c(OC)c1 (centres undefined),8,-13,i
NS(=O)(=O)c1ccc(CCNC(=O)NC2(C(F)(F)F)Oc3ccccc3O2)cc1,17,-3,i
Cc1ccc(CN2CCNC(=O)C2CC(=O)NC2CCCCCC2)cc1 (centres undefined),27,-29,i
S=C(Nc1ccccc1Oc1ccccc1)Nc1cccc(Cl)c1Cl,17,-15,i
O=C(c1ccc(Cl)cc1Cl)N1CCC(C(=O)N2CCOCC2)CC1,12,-6,i
O=[N+]([O-])c1ccc(Cc2ccncc2)cc1,26,-3,i
Cc1ccc(NC(=O)Nc2ccc3c(c2)nc(C)n3C)cc1,10,-3,i
Cc1ccc(C(=O)OCC(=O)NCc2ccco2)cc1S(=O)(=O)N1CCOCC1,4,-15,i
O=C(NCc1cccnc1)c1cc(-c2ccc(Cl)cc2)oc1C(F)(F)F,16,-25,i
O=C(CCNC(=O)c1ccccc1Cl)Nc1ccc(S(=O)(=O)Nc2ncccn2)cc1,6,-7,i
Cc1cc(=O)c(C(=O)O)nn1-c1ccccc1F,8,-14,i
Cc1ccccc1-c1nc(C#N)c(NCc2ccco2)o1,19,2,i
O=C(NNC(=S)Nc1ccc(F)cc1F)c1ccco1,16,1,i
Cc1ccc(-c2nn(-c3ccccc3)cc2CN(Cc2ccccc2)C(=O)CCC(=O)O)o1,11,-12,i
O=C(O)COc1c(Cl)cc(/C=C2\NC(=O)NC2=O)cc1Br,39,4,i
Cc1cccc(NC(=O)c2ccccc2NC(=O)C(C)(C)C)n1,15,-27,i
CN(C(=O)Nc1ccc(S(=O)(=O)N(C)C)cc1)C1CCCCC1,9,-3,i
O=C(Cc1ccccc1)Nc1ccccc1N1CCOCC1,16,-15,i
CCCC(=O)NC(c1ccc(C)cc1)c1ccc2cccnc2c1O (centres undefined),17,-19,i

Complete entries, quoted from the list:
Listed for CC1CCN(C(=O)CSc2nnc3ccc(-c4cccnc4)nn23)CC1 → OX1R antag-1 = 35*; OX1R antag-2 = -24; CHT PAM = i
Listed for Cc1ccc(CN2CCNC(=O)C2CC(=O)NC2CCCCCC2)cc1 (centres undefined) → OX1R antag-1 = 27; OX1R antag-2 = -29; CHT PAM = i
Listed for CCOC(=O)Cc1csc(N/C(=N/S(=O)(=O)c2ccc(F)cc2F)c2ccccc2)n1 → OX1R antag-1 = 14; OX1R antag-2 = -24; CHT PAM = i

Other compounds follow:
Molecule,OX1R antag-1,OX1R antag-2,CHT PAM
CCN(CC)S(=O)(=O)c1ccc(NC(=O)C(OC)c2ccccc2)cc1 (centres undefined),11,-3,i
COC(=O)c1sccc1NC(=S)N1CCC(C(N)=O)CC1,13,-10,i
O=C1Nc2cc(Br)ccc2C1(O)c1ccccc1O (centres undefined),9,-14,i
CCn1cnc2scc(-c3ccc(OC)cc3)c2c1=O,13,-28,i
NS(=O)(=O)c1ccc(NC(=O)Nc2cccc3ccccc23)cc1,9,-9,i
NC(=NCCc1c[nH]c2ccccc12)NS(=O)(=O)c1ccc2ccccc2c1,9,5,i
O=[N+]([O-])c1ccccc1-c1cc(-c2cc(Cl)ccc2O)n[nH]1,23,17,i
COc1ccc(C2=NOC(Cn3nc(-c4ccccc4)cc3C(=O)NCc3cccs3)C2)cc1 (centres undefined),14,25,nt
O=C(Cn1c(=O)n(CC2CCCO2)c(=O)c2ccccc21)c1ccccc1 (centres undefined),35,-26,i
Nc1ccc2nc(N3CCOCC3)sc2c1,4,-24,i
CC(=O)c1ccc(-c2ccc(C(=O)NCC3CCCO3)o2)cc1 (centres undefined),41,-12,i
FC(F)(F)C1=CC(c2ccc(Cl)cc2)=NCCN1,9,-15,i
Cc1c(NC(=O)CSc2nc(-c3ccco3)cc(C(F)(F)F)n2)c(=O)n(-c2ccccc2)n1C,10,-11,i
COCCCn1c2nc3ccccc3nc2c2c(=O)n(Cc3ccc(Cl)cc3)cnc21,24,-28,i
COc1ccc(-c2csc3ncnc(Oc4cccc5ccc(C)nc45)c23)cc1,13,-19,i
O=C(Cc1ccccc1Cl)N1CCOCC1,-5,-3,i
Cc1ccc2nc(C3CCN(CC(=O)Nc4ccc5c(c4)OCCO5)CC3)[nH]c2c1,10,-40,i
Cc1c(N2CCCC2)cc2c(c1NC(=O)c1ccccc1Cl)C(C)(C)CC2(C)C,1,-43,i
CCC(=O)NNc1nc2c(C)cccc2s1,13,-10,i
COCC(C)n1c(SCc2cc(C(=O)OC)c(C)o2)nc2ccccc2c1=O (centres undefined),15,-40,i
COC(=O)c1ccc(CSc2nnc(-c3ccncc3)o2)o1,7,-9,i
CCN1CCN(C(=O)CN2C(=O)COc3ccc(S(=O)(=O)N4CCOCC4)cc32)CC1,10,13,i
COc1ccc(-c2nc(C)c(C(C)=O)n2O)cc1[N+](=O)[O-],45,-11,i
COc1ccc(N2CCN(S(=O)(=O)CCNC(=O)COc3ccccc3OC)CC2)cc1,-2,-44,i
COc1ccccc1C(=O)N1CCN=C1c1ccccc1,16,-11,i
COc1ccc(/C=N/Nc2c(Cl)cc(Cl)cc2Cl)cc1CN1CCOCC1,8,-30,i
COc1cc(C(=O)N2CCN(Cc3ccc4c(c3)OCO4)CC2)cc(OC)c1OC,9,-19,i
Cc1cc([N+](=O)[O-])nn1CCCC(=O)Nc1ccc(Cl)cc1Cl,19,-21,i
CC(CC(=O)O)CC(=O)Nc1cc([N+](=O)[O-])ccc1O (centres undefined),19,6,i
Cc1nc(SCC(=O)c2c[nH]c3ccccc23)n[nH]1,14,6,i

Shown with two lines to a compound: five of the compounds above
Values in the order: OX1R antag-1	OX1R antag-2	CHT PAM
> O=C(Cn1c(=O)n(CC2CCCO2)c(=O)c2ccccc21)c1ccccc1 (centres undefined)
 : 35	-26	i
> Nc1ccc2nc(N3CCOCC3)sc2c1
 : 4	-24	i
> CC(=O)c1ccc(-c2ccc(C(=O)NCC3CCCO3)o2)cc1 (centres undefined)
 : 41	-12	i
> FC(F)(F)C1=CC(c2ccc(Cl)cc2)=NCCN1
 : 9	-15	i
> Cc1c(NC(=O)CSc2nc(-c3ccco3)cc(C(F)(F)F)n2)c(=O)n(-c2ccccc2)n1C
 : 10	-11	i

(more compounds)
Molecule,OX1R antag-1,OX1R antag-2,CHT PAM
CCN(Cc1nc2cc(Cl)ccc2c(=O)[nH]1)C(=O)c1ccc(C)c(NC(=O)c2ccco2)c1,76*,25,nt
O=C(COC(=O)/C=C/c1ccc(C(F)(F)F)cc1)NCC1CCCCC1,6,-17,i
N#C/C(=N\Nc1ccc(Cl)cc1)C(=N)N1CCCCC1,77*,-23,i
O=C(O)c1ccc2c(c1)CC(c1ccccc1)OC2=O (centres undefined),2,-10,i
CCc1ccc(Nc2c([N+](=O)[O-])c(=O)oc3ccccc23)cc1,17,-25,i
O=C(COC(=O)CNC(=O)c1ccccc1Cl)NC1CC1,8,1,nt
CCOC(=O)C1=C(c2ccccc2)N(C)C(=O)NC1c1ccc(O)c(OC)c1 (centres undefined),25,-4,i
COc1ccccc1N1CCN(C2CCCN(Cc3cccc(O)c3)C2)CC1 (centres undefined),9,-35,i
Cc1ccc2[nH]ccc(=O)c2c1,0,-2,i
CNc1nc2c3ccccc3n(C(C)=O)c2s1,61,-8,i
Cc1cc2nnc(SCC(=O)NCc3cccs3)n2c2ccccc12,13,-39,i
Cc1ccccc1-c1nc(CS(=O)(=O)CC(=O)NCCCN2CC(C)CC(C)C2)c(C)o1 (centres undefined),13,-123,i
COc1cccc(NC(=O)Cn2c(=O)n(-c3cc(OC)c(OC)c(OC)c3)c(=O)c3ccccc32)c1,-1,-9,i
